FLuc modulator – qHTS profiling assay for firefly luciferase inhibitor/activator using purifed enzyme and Km concentrations of substrates (counterscreen for miR-21 project); Luciferin 4-monooxygenase (Photinus pyralis), P08659; purified FLuc, Km substrates, luminescence inhibition; Potency, µM (highest dose often 57.5 µM), for inactives: top-dose activity change, negative = inhibition, hits mostly inhibitors; 360,000 tested, 6.9% active; AID 588342, 2011;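 further: potency means the concentration at half of the fitted maximal effect; plate controls were vehicle for no effect and reference inhibitor for full effect; nearly all actives have a fitted effect of over 55% in size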
Target sequence (P08659 whole entry, looked up): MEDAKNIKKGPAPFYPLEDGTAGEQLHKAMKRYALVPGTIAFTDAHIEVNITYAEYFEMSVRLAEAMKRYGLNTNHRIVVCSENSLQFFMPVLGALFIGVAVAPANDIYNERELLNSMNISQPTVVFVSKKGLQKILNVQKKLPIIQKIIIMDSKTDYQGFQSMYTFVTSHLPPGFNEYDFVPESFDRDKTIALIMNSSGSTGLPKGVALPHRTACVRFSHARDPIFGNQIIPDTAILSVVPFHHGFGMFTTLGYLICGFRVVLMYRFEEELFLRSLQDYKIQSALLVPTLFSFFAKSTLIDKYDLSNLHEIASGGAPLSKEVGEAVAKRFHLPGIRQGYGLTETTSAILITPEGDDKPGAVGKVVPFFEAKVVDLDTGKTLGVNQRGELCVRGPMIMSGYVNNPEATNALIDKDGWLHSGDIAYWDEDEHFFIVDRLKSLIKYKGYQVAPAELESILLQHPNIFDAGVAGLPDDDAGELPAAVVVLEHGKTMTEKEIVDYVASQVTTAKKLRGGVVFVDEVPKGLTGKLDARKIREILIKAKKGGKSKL
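Purified P. pyralis luciferase, 10 nM final, with Km-level 10 uM D-luciferin and 10 uM ATP in 50 mM Tris acetate pH 7.5, 10 mM Mg acetate, 0.01% Tween-20, 0.05% BSA; 6-point qHTS titration about 60 µM downward; luminescence read.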
TRPV1 agonist – HTS Assay for Compounds that Act as Agonists of the Vanilloid Receptor 1 | Transient receptor potential cation channel subfamily V member 1 (Homo sapiens), Q8NER1 | TRPV1-expressing cells, Fluo-8 calcium influx, agonist mode | AID 540275, 2011 | 320,000 tested, 0.19% active | activation, % at 8.33 µM; in the data active means activation above about 80%; inconclusive means between about 30% and that limit; further: 0% is about no effect
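Cells expressing TRPV1 were dye-loaded with Fluo-8 and read kinetically: 10 s baseline, 3 min after compound (agonist portion), then 2 min after EC20 capsaicin (allosteric enhancer portion). Calcium-bound dye fluorescence at 480/520 nm.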
p53 reactivation – qHTS assay for re-activators of p53 using a Luc reporter | H1299 p53-A138V BP100-luciferase reporter, luminescence, 24 h | Potency, µM (titrated, usually from 92.2 µM), without a hit: top-dose activity change, positive = activation, actives largely listed as activators | 320,000 tested, 0.063% active; further: potency means the concentration at half of the fitted maximal effect; % of control where 0% means no effect; nearly all actives have a fitted effect of over 45% in size
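p53-null H1299 cells stably carrying temperature-sensitive p53-A138V and a BP100-luciferase reporter were pinned with compounds (4-point, 1:5 series) and held 24 hrs at 37 deg C. Luminescence was read 10 min after detection reagent.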
BRCA1 expr act – qHTS Assay to Identify Small Molecule Activators of BRCA1 Expression | Potency, µM (titrated, usually from 46.1 µM), inactives show top-dose activation, hits mostly activators | 380,000 tested, 1.1% active | AID 624202, 2012 | MCF7-BRCA1-FFLuc reporter, luminescence, 48 h; response scale: scaled: vehicle 0%, 10 µM genistein 100%; further: potency means the concentration at half of the fitted maximal effect; nearly all actives have a fitted effect of over 80% in size; some results filed as inactive show a strong effect at the top dose
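Activators of BRCA1 expression were detected as increased firefly luciferase luminescence in engineered MCF7 cells after 48 h compound incubation. Signals were scaled to genistein 10 microM as full activation.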
VP16 counter – VP16 counterscreen qHTS for inhibitors of ROR gamma transcriptional activity | Potency, µM (titrated, usually from 53.6 µM), for the others: at the top dose activity, negative = inhibition, usual class: inhibitors | Drosophila S2 Gal4-VP16 UAS-luciferase, luminescence, 20 h | AID 2546, 2010 | 310,000 tested, 3.5% active;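 further: Gal4-VP16 expression switched on by copper sulfate through the metallothionein promoter; potency means the concentration at half of the fitted maximal effect; on the % scale 0 is the no-effect control and ±100 the full control effect; nearly all actives have a fitted effect of over 50% in size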
Rab9 prom act – qHTS Assay for Rab9 Promoter Activators. Huh7 Rab9 promoter-luciferase reporter, luminescence, 24 h. Potency, µM (doses to about 9.22 µM), without a hit: top-dose activation, negative = inhibition, usual class: activators. 320,000 tested, 2.8% active. AID 485297, 2010; further: potency means the concentration at half of the fitted maximal effect; % of control where 0% means no effect; nearly all actives have a fitted effect of over 60% in size
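Luminescence from Amplite-detected luciferase (10 minutes, ambient) reports Rab9 promoter activation. Before that, stable Rab9-luciferase Huh7 cells (1500/well, reduced-serum OP-MEM I plus 10% FBS) were exposed to compound for 24 hours at 37C.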
Tb PFK block – qHTS Assay to Find Inhibitors of T. brucei phosphofructokinase; ATP-dependent 6-phosphofructokinase (Trypanosoma brucei brucei), O15648; T. brucei PFK, ADP-Glo luminescence; Potency, µM (doses to about 57.5 µM), without a hit: top-dose activity, negative = inhibition, hits mostly inhibitors; 330,000 tested, 0.17% active;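 further: potency means the concentration at half of the fitted maximal effect; 0% = uninhibited 1x PFK enzyme wells and -100% = no-enzyme wells; nearly all actives have a fitted effect of over 60% in size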
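ADP-Glo luminescence quantified ADP after 45 min at room temperature, with 1.25 nM T. brucei PFK, 0.1 mM ATP and 0.5 mM fructose-6-phosphate in pH 8.0 TEA buffer. qHTS titrations up to 57 µM; curves classified by quality.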
ELG1 genotox – qHTS screen for small molecules that induce genotoxicity in human embryonic kidney (HEK293T) cells expressing luciferase-tagged ELG1; HEK293T ELG1-luciferase reporter, luminescence, 16 h; Potency, µM (titrated, usually from 46 µM), for the others: top-dose activity change, positive = activation, hits mostly activators; 330,000 tested, 1.3% active; AID 504466, 2011; further: potency means the concentration at half of the fitted maximal effect; % of control where 0% means no effect; nearly all actives have a fitted effect of over 60% in size
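DMSO vehicle served as control against compound-treated ELG1-luciferase HEK293T cells; exposure lasted 16 hr at 37 °C and 5% CO2, followed by ONE-Glo luminescence detection after 30 min.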
NPC1 prom act – qHTS Assay for NPC1 Promoter Activators; Huh7 NPC1 promoter luciferase reporter, 24 h; 320,000 tested, 2.4% active; Potency, µM (highest dose often 9.22 µM), inactives show top-dose activation, usual class: activators;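 further: potency means the concentration at half of the fitted maximal effect; % of control where 0% means no effect; nearly all actives have a fitted effect of over 60% in size; reporter is driven by a mutant NPC1 promoter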
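Luminescence read-out of NPC1 promoter-driven luciferase in stably transfected Huh7 cells; compounds delivered in DMSO and left 24 h at 37C, 5% CO2, qHTS titration format.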
RORgamma inh – qHTS for inhibitors of ROR gamma transcriptional activity | Potency, µM (doses to about 53.6 µM), for inactives: at the top dose activity change, negative = inhibition, usual class: inhibitors | Drosophila S2 Gal4-RORgamma UAS-luciferase reporter, 20 h | 310,000 tested, 5.4% active | AID 2551, 2010 | Nuclear receptor ROR-gamma (Mus musculus), P51450; further: potency means the concentration at half of the fitted maximal effect; on the % scale 0 is the no-effect control and ±100 the full control effect; nearly all actives have a fitted effect of over 60% in size
Target sequence (P51450 whole entry, looked up, the tested form may be a part): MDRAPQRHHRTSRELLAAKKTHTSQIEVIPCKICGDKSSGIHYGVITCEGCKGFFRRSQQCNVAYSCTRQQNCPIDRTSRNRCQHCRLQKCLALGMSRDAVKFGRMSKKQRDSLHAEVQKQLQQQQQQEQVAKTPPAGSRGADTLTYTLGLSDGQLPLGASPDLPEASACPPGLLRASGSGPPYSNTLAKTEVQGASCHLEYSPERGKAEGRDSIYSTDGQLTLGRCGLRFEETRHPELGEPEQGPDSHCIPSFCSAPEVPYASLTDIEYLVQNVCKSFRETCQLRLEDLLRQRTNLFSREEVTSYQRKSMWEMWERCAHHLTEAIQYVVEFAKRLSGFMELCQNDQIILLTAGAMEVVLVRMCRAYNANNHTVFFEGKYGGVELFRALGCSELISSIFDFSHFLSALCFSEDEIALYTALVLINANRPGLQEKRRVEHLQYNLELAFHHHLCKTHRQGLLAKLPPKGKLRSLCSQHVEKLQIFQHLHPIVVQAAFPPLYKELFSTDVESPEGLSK
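Luminescence from a UAS-regulated Photinus luciferase reporter in stably transfected Drosophila Schneider cells is measured; decreased signal marks ROR gamma inhibition. Fusion expression is induced by 700 uM copper sulfate for 20 hr.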
ELG1 repair inh – qHTS screen for small molecules that inhibit ELG1-dependent DNA repair in human embryonic kidney (HEK293T) cells expressing luciferase-tagged ELG1. Potency, µM (series often up to 46.1 µM), for the others: top-dose activity change, negative = inhibition, usual class: inhibitors. HEK293T ELG1-luciferase reporter, luminescence, 16 h; DNA damage induced by 5-fluorouridine. AID 504467, 2011. 330,000 tested, 2.3% active; further: potency means the concentration at half of the fitted maximal effect; on the % scale 0 is the no-effect control and ±100 the full control effect; nearly all actives have a fitted effect of over 55% in size
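Quantitative HTS, concentration-response format. 2,000 cells/well co-treated with 5-fluorouridine and compound, 16 hr in 5% CO2 at 37 °C; ONE-Glo luminescence read after 30 min.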
Active calls of the source: *; ? = inconclusive; / = no result given; [ ] = remark or other dose. Unless noted, the call rests on the fitted dose curve; in most records, active means well fitted curve in the direction sought with a large enough effect; inconclusive means small, poorly fitted or top-dose-only effect, or another doubt; inactive means no such curve, though single readings can be large; an effect the other way counts as inactive or inconclusive.

SMILES | FLuc modulator | TRPV1 agonist | p53 reactivation | BRCA1 expr act | VP16 counter | Rab9 prom act | Tb PFK block | ELG1 genotox | NPC1 prom act | RORgamma inh | ELG1 repair inh
Fc1ccc(/C=N/NC(=S)Nc2cccnc2)cc1F | -2.6% | -12.8 | 8.8% | -1.2% | 1.3% | 1.5% | -2.7% | -2.3% | 6.6% | -2.2% | ?
Cc1ccc(NC(=O)CSc2nnc(NC(=O)c3ccc(S(=O)(=O)N4CCOCC4)cc3)s2)cc1 | 2.69µM* | -5.3 | ? | 45.1% | 31.6µM* | 19.0% | -2.6% | 12.3% | 3.5% | -103.4% | ?
O=C(NCCCN1CCCC(O)C1)c1cc(COc2ccc(F)cc2F)on1 (stereo not given) | 0.7% | -1.0 | 17.6% | 5.4% | 3.6% | -1.0% | 1.8% | 5.3% | -2.4% | -15.8% | 4.7%
COc1ccc(N(CC(=O)Nc2cccc(C)c2)S(=O)(=O)c2c(C)noc2C)cc1 | 0.4% | -1.5 | -0.9% | 1.9% | 6.7% | -4.1% | -2.1% | -7.3% | -0.6% | 12.7% | -14.2%
Cn1c(C(=O)N2CCCC(C(=O)NCCc3ccccc3)C2)cc2sccc21 (stereo not given) | -16.9% | -2.1 | 3.1% | -22.1% | ? | 13.6% | 0.3% | -8.0% | -1.2% | 17.1% | ?
Cc1ccc(SCCNC(=O)c2ccc(C)c(S(=O)(=O)Nc3ccccc3C)c2)cc1 | 1.6% | 1.9 | -10.1% | -43.4% | -8.4% | -8.3% | 3.0%[0.46 µM] | -15.1% | -3.6% | ? | 2.91µM*
O=C(O)c1ccc(N2C(=O)c3cccc4cccc(c34)C2=O)cc1 | -25.6% | -0.6 | -20.3% | 0.9% | 0.9% | 4.7% | 1.7% | 4.4% | 1.3% | 1.7% | 9.6%
COc1cccc(C2CC(c3ccc(F)cc3)Nc3nc(N)nn32)c1 (stereo not given) | 0.4% | -3.5 | 1.8% | 3.7% | 0.8% | -0.5% | 0.9% | 0.7% | 2.1% | 38.4% | ?
COc1ccc(-c2csc3nc(C)n(-n4cccc4)c(=O)c23)cc1 | 2.8% | -1.3 | 3.6% | -10.8% | -5.0% | 6.3% | -1.0% | 5.3% | 0.1% | 25.5% | -11.5%
CCn1nc(C(=O)Nc2nc3ccc(C)cc3s2)c2ccccc2c1=O | -2.9% | -2.2 | 6.5% | 5.1% | 3.6% | -4.2% | 1.3% | 2.4% | -3.8% | 7.8% | 4.2%
CCOc1ncccc1C(=O)Nc1ccc(S(=O)(=O)Nc2nccs2)cc1 | 2.2% | 1.6 | -1.0% | -1.5% | -7.2% | -1.7% | -4.7% | 14.8% | 1.3% | -3.2% | ?
Cc1ccc(CSc2ncnc3c2cnn3-c2ccccc2)cc1 | -19.9% | -2.0 | 5.2% | 57.9% | 21.1% | 7.2% | 0.0% | 3.7% | 2.1% | 23.0% | ?
CCOC(=O)N1CCN(C(=S)NC2CCCCC2)CC1 | 2.1% | 4.8 | -0.6% | -19.6% | ? | -6.2% | -2.3% | 3.4% | 0.1% | -9.7% | 6.8%
CN1CCN(C(=O)/C(=C/c2ccccc2Cl)NC(=O)c2ccccc2)CC1 | -0.8% | -0.7 | -3.2% | 1.0% | 1.4% | -3.9% | 1.8% | 4.6% | -2.9% | -2.3% | 2.4%
CN(C)C(CNc1ncnc2sc3c(c12)CCCCC3)c1ccco1 (stereo not given) | -14.9% | 22.2 | 5.6% | -15.1% | 6.8% | -2.5% | -20.4% | -10.9% | -0.7% | -1.3% | -8.9%
CC(NC(=O)COc1ccc(/C=N/NS(=O)(=O)c2ccccc2)cc1)c1ccccc1 (stereo not given) | 0.5% | 0.1 | -6.9% | 10.4% | 2.3% | -0.6% | -0.5% | -4.8% | -2.1% | 26.1% | 4.0%
O=C(Nc1ccccc1O)c1ccc(NC(=O)C2CC2)cc1 | 12µM* | 2.3 | ? | 1.78µM* | -2.4% | 2.82µM* | -4.6% | 20.6µM* | 3.55µM* | -26.4% | ?
O=[N+]([O-])c1ccc(OC(F)F)c(/C=N/n2cnnc2)c1 | -1.6% | -2.1 | 10.7% | -23.0% | 5.5% | -0.3% | -3.5% | 3.9% | -2.6% | -4.8% | -11.8%
Cc1cccc(C)c1OCC(=O)NNC(=S)NC(=O)C1CC1 | 0.3% | 0.8 | 7.1% | -25.3% | ? | 0.1% | 2.8% | ? | 1.1% | 17.8µM* | -15.2%
O=C(CSc1nc2ccccc2c(=O)n1-c1ccccc1)N1CCCC1 | 1.9% | 7.7 | -6.1% | -19.6% | 6.0% | 8.6% | -8.8% | -6.6% | -1.7% | -21.5% | -0.8%

The list goes on; it opens with the two that closed the last part.
SMILES | FLuc modulator | TRPV1 agonist | p53 reactivation | BRCA1 expr act | VP16 counter | Rab9 prom act | Tb PFK block | ELG1 genotox | NPC1 prom act | RORgamma inh | ELG1 repair inh
Cc1cccc(C)c1OCC(=O)NNC(=S)NC(=O)C1CC1 | 0.3% | 0.8 | 7.1% | -25.3% | ? | 0.1% | 2.8% | ? | 1.1% | 17.8µM* | -15.2%
O=C(CSc1nc2ccccc2c(=O)n1-c1ccccc1)N1CCCC1 | 1.9% | 7.7 | -6.1% | -19.6% | 6.0% | 8.6% | -8.8% | -6.6% | -1.7% | -21.5% | -0.8%
CSCC[C@H](NC(=O)COc1ccc(Cl)cc1Cl)c1nc2ccccc2[nH]1 | 0.9% | 21.4 | -1.2% | -30.9% | -9.5% | 1.8% | 11.3% | -2.9% | -2.0% | 41.6% | -16.0%
CC(=O)c1c(C)oc2c1C(=O)c1ccccc1C2=O | -0.8% | -1.7 | 25.6% | -90.5%[inhibitor] | 15.8µM* | -24.0% | 1.9% | -10.6% | -2.2% | 3.98µM* | 11.6µM*
C=C(C)c1cccc(C(C)(C)NC(=O)Nc2ccc(OC)nc2)c1 | 2.0% | ? | 12.8% | 3.5% | -14.4% | -0.1% | -1.5% | -0.3% | -1.4% | 24.7% | 0.6%
C=CCN1C(=O)C(CC(=O)O)SC1=Nc1ccc(N=Nc2ccccc2)cc1 (stereo not given) | ? | 1.8 | -5.2% | -3.9% | -6.6% | 1.5% | 1.3% | -2.6% | -6.7% | 36.3% | 10.1%
CCOc1ccc(NS(=O)(=O)c2ccc3[nH]c(=O)cc(C(=O)O)c3c2)cc1 | -0.3% | 2.3 | -2.6% | -0.6% | -7.7% | -7.8% | 3.7% | 0.1% | -9.7% | 15.1% | -4.0%
CCCCn1c(N)c(N(CC(C)C)C(=O)C2CC(=O)N(Cc3ccccc3)C2)c(=O)[nH]c1=O (stereo not given) | -0.3% | 3.8 | 3.0% | 2.4% | / | 6.8% | -2.3% | 0.8% | -1.3% | / | 13.7%
Cc1cc(=O)[nH]c(SCC(=O)Nc2cccc3ccccc23)c1C#N | -8.0% | 1.0 | -12.9% | 0.1% | -8.6% | 0.0% | 10.7% | -5.7% | 14.0% | 26.7% | -1.8%
Cc1nonc1NC(=O)CSc1nc2ccccc2cc1C#N | -17.1% | -2.8 | 4.1% | 54.8% | 0.5% | -10.5% | -11.6% | -0.4% | 2.6% | 42.2% | ?
O=C(NC1CC2CCCC(C1)N2C(=O)Nc1ccc(F)cc1)c1ccccc1 (stereo not given) | -0.8% | 3.4 | -4.5% | -27.8% | -12.9% | -7.6% | -19.5% | 0.1% | -0.6% | 9.6% | 5.1%
C=CCOc1ccc(/C=C/C(=O)OCc2csc(CC(=O)Nc3ccccc3C)n2)cc1 | 5.9% | -0.6 | 1.5% | -6.0% | / | -1.6% | 8.2% | -3.1% | -3.5% | / | 6.0%
COc1ccc(CNC(=O)CCn2c(C)csc2=O)cc1 | / | 1.2 | 4.3% | 14.9% | / | 0.0% | -5.4% | 2.4% | -3.0% | / | ?
